Screening data from PubChem.
V1R ag counter: counter-screen for oxytocin receptor agonists: human V1a receptor agonists | P37288 | CHO-V1R cells, Fluo-8 calcium fluorescence, agonist mode; 0% DMSO, 100% 3 nM vasopressin | activation, % at 3 µM | 0.25% of 320,000 active | AID 2797;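 active = activation above the mean activation of all tested compounds plus 3 SD, per screening run, cut at about 20% in these data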;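 note: signal is peak over basal fluorescence ratio across a 100 second FLIPR read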
CHRM1 agonist: activates human CHRM1 receptor; AID 588814; 0.33% of 360,000 active; CHO-K1 hM1, Fluo-8 calcium fluorescence, agonist mode; 0% DMSO, 100% acetylcholine EC100; activation, % at 3 µM;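 active = activation above the run's mean compound activation plus 3 SD, cut at about 16% in these data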;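 note: peak over basal fluorescence ratio within a 140 s kinetic read after compound addition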
Target sequence (P11229 whole entry, looked up): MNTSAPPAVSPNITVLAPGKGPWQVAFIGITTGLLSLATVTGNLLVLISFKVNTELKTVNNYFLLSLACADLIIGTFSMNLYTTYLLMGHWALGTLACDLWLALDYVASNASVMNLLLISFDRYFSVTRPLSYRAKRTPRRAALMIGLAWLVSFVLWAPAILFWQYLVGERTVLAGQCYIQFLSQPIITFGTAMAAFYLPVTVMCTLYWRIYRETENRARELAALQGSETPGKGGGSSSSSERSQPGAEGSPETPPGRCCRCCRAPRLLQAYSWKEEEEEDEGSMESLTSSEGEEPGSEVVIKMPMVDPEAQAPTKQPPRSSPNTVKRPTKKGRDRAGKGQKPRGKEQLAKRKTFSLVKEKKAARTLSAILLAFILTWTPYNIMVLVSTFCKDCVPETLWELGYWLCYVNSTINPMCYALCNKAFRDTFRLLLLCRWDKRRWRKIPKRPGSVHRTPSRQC
TAAR1 ag: human TAAR1 agonism; activation, % at 3 µM; 0.99% of 360,000 active; CHO RD-HGA16 TAAR1, Fluo-8 calcium fluorescence; vehicle wells 0%, saturating PEA agonist 100%;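 active = activation above the mean activation of all test compounds in the run plus 3 SD, cut at about 38% in these data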
Target sequence (Q96RJ0 whole entry, looked up): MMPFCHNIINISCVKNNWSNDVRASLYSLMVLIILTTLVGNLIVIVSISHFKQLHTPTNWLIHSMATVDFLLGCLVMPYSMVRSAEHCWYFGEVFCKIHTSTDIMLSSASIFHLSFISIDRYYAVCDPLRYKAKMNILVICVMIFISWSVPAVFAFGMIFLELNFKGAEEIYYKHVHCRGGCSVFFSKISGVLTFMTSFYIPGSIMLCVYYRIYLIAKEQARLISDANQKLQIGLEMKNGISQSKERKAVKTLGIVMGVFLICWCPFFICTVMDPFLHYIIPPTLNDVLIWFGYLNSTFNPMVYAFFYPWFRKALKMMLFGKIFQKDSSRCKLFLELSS
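Test system: RD-HGA16 (CHO) cells co-expressing Gα16 and hTAAR1 / Benchmarks: DMSO vehicle as 0%, PEA at EC100 as 100% / Repeats: no replicates (n 1) / Measure: % activation from peak over basal fluorescence ratio, DMSO-to-PEA scaled / Timing: 17-24 h plating, Fluo-8 75 min 37 °C, 30 min RT / Technique: kinetic Fluo-8 calcium fluorescence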
OXTR potentiate: human OXTR potentiation. activation, % at 3 µM. CHO-OTR cells, Fluo-8 calcium fluorescence, potentiator mode; 0% = oxytocin EC15, 100% = EC100. AID 2445. 0.061% of 320,000 active;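 active = activation above that plate's cutoff, the mean activation of tested compounds plus 3 SD, cut at about 6.6% in these data, passing the limit was not always enough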;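 note: 100% uses oxytocin at 75 nM as the full agonist control; some results filed as inactive read as strong as hits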
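Material: CHO-OTR cells, human receptor; compound dosing: single dose, 3.0 µM nominal final compound concentration; schedule: 6 min compound pre-incubation at room temperature, 100 s kinetic read; measured by: kinetic Fluo-8 calcium fluorescence; read-out basis: % activation vs EC15 and EC100 oxytocin; controls: EC15 oxytocin alone as 0%, 75 nM oxytocin as 100%; replicates: singlicate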
TAAR1 antag: human TAAR1 antagonism; Q96RJ0; CHO RD-HGA16 TAAR1, Fluo-8 calcium fluorescence, antagonist; inhibition, % at 3 µM; 1.5% of 360,000 active; AID 624466;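 active = inhibition above a per-plate cutoff, the mean inhibition of test compounds on that plate plus 3 SD, cut at about 49% in these data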;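 note: 0% = DMSO plus EC80 beta-PEA response and 100% = DMSO alone without agonist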
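System: CHO RD-HGA16 cells bearing hTAAR1. Reagent: EC80 β-phenethylamine stimulus. Schedule: seeding 17-24 h prior, 75-min 37 °C, 30-min RT dye loading. Signal: Fluo-8 intracellular calcium dye fluorescence, real-time kinetic reads. Read-out: % inhibition from peak post-agonist over basal fluorescence ratio. Benchmarks: vehicle wells and EC80 agonist wells. Replicates: n of 1.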
CHO parental Ca: counter-screen for OX1R antagonists: effect in parental CHO cells; AID 463079; 0.63% of 330,000 active; inhibition, % at 5.6 µM; parental CHO-K1, ATP-induced calcium, Fluo-8 fluorescence;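 active = inhibition above that plate's mean sample inhibition plus 3 SD, cut at about 26% in these data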;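 note: 0% = ATP-challenged DMSO wells and 100% = DMSO wells without ATP; some compounds past the cut are filed as inactive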
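Test system: untransfected parental CHO cell line. Compound: one dose, 5.6 µM nominal. Detection: intracellular calcium via Fluo-8 no-wash fluorescent dye. Measure: % inhibition. Benchmarks: ATP-challenged DMSO wells low, unchallenged DMSO wells high.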
CHRM1 antagonist: blocks human M1 muscarinic receptor | inhibition, % at 3 µM | CHO-K1 hM1, Fluo-8 calcium fluorescence, ACh EC80 antagonist | 1.3% of 360,000 active;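 active = percent inhibition above its own plate's cutoff, namely the mean of that plate's compound wells plus 3 SD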;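 note: peak over basal fluorescence ratio during 140 s after agonist addition; 0% = ACh EC80 plus DMSO and 100% = DMSO alone without agonist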
M1 PAM: human CHRM1 positive allosteric modulation | 0.088% of 360,000 active | P11229 | activation, % at 3 µM | CHO-K1 hM1, Fluo-8 calcium fluorescence, ACh EC20; 0% = ACh EC20, 100% = maximal ACh; in the data active = activation above about 19%, passing the limit was not always enough
OXTR agonist: activates the human oxytocin receptor; P30559; CHO-OTR cells, Fluo-8 calcium fluorescence; normalized: DMSO 0%, oxytocin 100%; activation, % at 3 µM; 0.32% of 320,000 active; AID 2435;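 active = activation above the mean of all tested compounds plus 3 SD, cutoff set per screening run, cut at about 20% in these data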;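 note: peak over basal fluorescence ratio from a 100 s FLIPR kinetic read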
The depositor's hits bear a star; / = no result given. Hits appear at their usual frequency; about 3.7% have a hit in one of these screens.

SMILES	V1R ag counter	CHRM1 agonist	TAAR1 ag	OXTR potentiate	TAAR1 antag	CHO parental Ca	CHRM1 antagonist	M1 PAM	OXTR agonist
Cc1cc(NC(=O)Cn2c(=O)c3c(ncn3CCC(C)C)n(Cc3ccccc3)c2=O)no1	-1.6	-4	12	-4	7	-23	-11	14	-2.1
CCN(CC)S(=O)(=O)c1ccc(O)c(C(=O)OCC(=O)Nc2ccc(OC(F)(F)F)cc2)c1	15	-1	15	-16	21	25	10	-4	13
O=C1CCc2cccc(O)c2N1	/	-1	11	/	-29	/	-2	1	/
CC1(C)C(C(=O)O)N2C(=O)C(NC(=O)Cc3ccccc3)C2S1=O (stereo not drawn)	0.7	-3	0	-5	2	-7	1	-5	-0.6
CCCCn1c(N)c(N(CC)C(=O)c2cccc(S(=O)(=O)N3CCCc4ccccc43)c2)c(=O)[nH]c1=O	0.4	-3	1	-2	5	-20	12	-3	-0.1
O=C1NC2(CCCCC2)Cc2ccccc21	-1.4	-9	3	5	-10	-3	-12	7	-0.8
CC(=O)Nc1cccc(NC(=O)CSc2nc(=O)n(Cc3ccccn3)c3c2CCC3)c1	0.2	-4	2	-7	-25	4	5	4	-0.7
Cc1nonc1C1CCCN1Cc1nc(-c2ccc(F)cc2F)oc1C (stereo not drawn)	-1.1	-6	1	4	-18	-22	-1	1	-1.4
Cc1ccc(NC(=O)Cc2nc(-c3c[nH]c(C(=O)N4CCCC4)c3)cs2)c(C)c1	-0.3	-7	-2	-3	-54	-21	-7	7	-1.1
Cc1ccc(N=C2NC(=O)/C(=C/C=C/c3ccco3)S2)cc1	-0.9	-2	1	0	5	-5	-11	2	-0.9
C#CCOCCOCCOCCNc1nc(N2CCN(C(=O)CCCCCCCCCCNC(=O)[C@H]([C@@H](C)CC)n3cc(CCCCN=C(N)N)nn3)CC2)nc(N2CCN(C(=O)CCCCCCCCCCNC(=O)[C@H](CO)n3cc(CCCCCN)nn3)CC2)n1	5.5	-11	/	-19	/	5	20	-26	-0.5
O=C(COc1ccc2ccc(=O)oc2c1)Nc1nccs1	0.9	-2	4	-4	-10	-14	4	-2	-0.1
CC(=O)Nc1ccc2c(c1)nc(CCNC(=O)c1ccco1)n2C	0.9	-4	4	-7	-23	-7	3	1	0.4
CCCn1c(=O)n(C)c(=O)c2c(SCc3cc(C(C)=O)ccc3OCC)nc(C3CC3)nc21	-1.0	/	-2	-9	-6	-14	/	/	-1.2
COc1ccccc1NC(=O)CN(Cc1ccco1)C(=O)c1ccc(-n2nc(C)cc2C)cc1	0.8	0	20	-5	25	-7	15	-13	-1.0
Cc1ccc(OCC(=O)NCCCNC(=O)COc2ccc(C)cc2)cc1	/	0	1	/	-16	/	-10	13	/
CSc1ccc(/C=N/n2c(Cc3ccc(Br)cc3)n[nH]c2=S)cc1	-0.6	-2	3	-11	-20	-15	-4	6	-1.0
Cc1nc(COc2cc3oc(=O)cc(C)c3cc2Cl)cs1	2.3	8	1	-10	2	-4	-7	7	2.3
COc1ccccc1N1C(=O)CCC1(C#N)c1ccccc1 (stereo not drawn)	0.8	-6	11	4	1	3	0	2	-0.1
O=c1[nH]cc(-c2ccc(Br)cc2)n1Cc1ccccc1	1.6	-5	-2	-2	6	-12	-16	7	1.0
CCCN(C(=O)/C=C/c1nc2ccccc2s1)C1CCS(=O)(=O)C1 (stereo not drawn)	2.1	-3	0	-2	0	-15	3	1	1.0
O=C(Cc1ccc([N+](=O)[O-])cc1)Nc1nnc(C2CC2)s1	8.9	1	4	-13	-12	-4	-1	6	4.3
O=C(N/N=C/c1ccc(OC(=O)c2ccccc2)cc1)c1cccc(O)c1	4.1	2	8	-11	47	-1	11	-11	2.7
O=C1/C(=C/c2cccnc2)SC(=S)N1c1ccc(O)cc1	3.4	3	1	-5	-55	3	-7	9	9.2

Complete entries from above.
Cc1ccc(OCC(=O)NCCCNC(=O)COc2ccc(C)cc2)cc1 is listed with V1R ag counter: /; CHRM1 agonist: 0; TAAR1 ag: 1; OXTR potentiate: /; TAAR1 antag: -16; CHO parental Ca: /; CHRM1 antagonist: -10; M1 PAM: 13; OXTR agonist: /
CC(=O)Nc1ccc2c(c1)nc(CCNC(=O)c1ccco1)n2C is listed with V1R ag counter: 0.9; CHRM1 agonist: -4; TAAR1 ag: 4; OXTR potentiate: -7; TAAR1 antag: -23; CHO parental Ca: -7; CHRM1 antagonist: 3; M1 PAM: 1; OXTR agonist: 0.4
Cc1ccc(N=C2NC(=O)/C(=C/C=C/c3ccco3)S2)cc1 is listed with V1R ag counter: -0.9; CHRM1 agonist: -2; TAAR1 ag: 1; OXTR potentiate: 0; TAAR1 antag: 5; CHO parental Ca: -5; CHRM1 antagonist: -11; M1 PAM: 2; OXTR agonist: -0.9

2 entries from above, bar-delimited.
Structure | V1R ag counter | CHRM1 agonist | TAAR1 ag | OXTR potentiate | TAAR1 antag | CHO parental Ca | CHRM1 antagonist | M1 PAM | OXTR agonist
Cc1nonc1C1CCCN1Cc1nc(-c2ccc(F)cc2F)oc1C (stereo not drawn) | -1.1 | -6 | 1 | 4 | -18 | -22 | -1 | 1 | -1.4
CC(=O)Nc1cccc(NC(=O)CSc2nc(=O)n(Cc3ccccn3)c3c2CCC3)c1 | 0.2 | -4 | 2 | -7 | -25 | 4 | 5 | 4 | -0.7

Next compounds:
SMILES	V1R ag counter	CHRM1 agonist	TAAR1 ag	OXTR potentiate	TAAR1 antag	CHO parental Ca	CHRM1 antagonist	M1 PAM	OXTR agonist
CN(C(=O)c1cccc(OC2CCN(S(=O)(=O)N(C)C)CC2)c1)C1CCOC1 (stereo not drawn)	/	-2	2	/	-16	/	-2	1	/
O=C(O)c1cc(S(=O)(=O)N(Cc2ccccc2)c2ccc(Cl)cc2)ccc1Cl	-0.4	-5	5	-12	-4	-9	-21	9	-0.2
CC12CCC(C(=O)N(CCCCN3CCN(c4ccccn4)CC3)C1=O)C2(C)C (stereo not drawn)	1.0	-8	3	-11	-12	-5	-9	3	1.9
CCOC(=O)Cc1csc(NC(=O)c2ccc3c(c2)OCO3)n1	4.6	0	10	-13	4	-14	-9	5	4.1
O=c1c2ccccc2c2ccccc2c(=O)n1Nc1ccccc1	/	0	4	/	-19	/	-12	6	/
Cc1nnc(-c2cnn(C)c2N)n1Cc1ccccc1F	0.7	0	3	-2	4	-6	-23	-1	1.8
C/C(=N\Nc1ccc(Cl)c(C(=O)O)c1)c1ccc(N2CCOCC2)cc1	1.0	-3	2	-12	-7	-7	3	6	0.4
Cc1cc(C)cc(NC(=O)COC(=O)c2ccc(CN3CCCC3=O)cc2)c1	2.1	-5	6	-3	-21	-10	-11	8	2.4
Cc1c(C(=O)N(C)Cc2cccc(F)c2)oc2c(Cl)cccc12	1.0	-1	-4	2	-4	-26	-4	2	-0.2
CCn1c(CNc2ccc(F)cc2)nnc1SCC(=O)Nc1ccc(OC)cc1OC	-1.1	-1	-1	-3	-3	-26	-18	10	-1.6
COc1ccc(CC(=O)NC(C)c2nnc(SCCC(=O)Nc3ccccc3)n2C)cc1 (stereo not drawn)	-0.6	0	2	0	-23	-15	-8	14	-0.8
CCc1ccc(-c2nc(NC(=O)c3ccc(OCC(=O)Nc4ccc(F)cc4)c(OC)c3)sc2C)cc1	-0.1	-5	0	-4	6	-12	6	-2	-0.2
CCc1cc2c(=O)c(-c3nc4ccccc4n3C)c(COCC(=O)O)oc2cc1O	2.4	3	16	0	-5	-2	-13	1	1.9
CC(C)(C)NC(=O)CN(C(=O)CCC(=O)Nc1nccs1)c1cccc(C(F)(F)F)c1	-0.3	3	4	1	4	-8	-12	8	0.8
CCCCCC(=O)N1C[C@@H](O)[C@H](n2cc(COC(=O)c3ccccc3)nn2)C[C@@H]1c1ccc(C)cc1	/	4	1	/	-2	/	-11	16	/
O=C(CNC(=O)c1ccc(N2C(=O)c3ccccc3C2=O)cc1)OCC(=O)c1ccc(Cl)cc1	0.3	-8	21	2	-3	-5	-6	11	-0.8
COc1ccc(S(=O)(=O)N2CCNC(=O)CC2)cc1	-0.2	-3	1	-7	-18	-4	-1	7	1.1
O=C(CSc1ncccn1)NC(=O)Nc1ccc2c(c1)OCCO2	0.6	-2	2	7	12	-6	-1	5	0.4
COCCn1c(C)cc(C(=O)CSc2ccc(NC(C)=O)cc2)c1C	1.3	-3	7	-13	1	-20	15	-5	0.5
O=C(NCCN1C(=O)S/C(=C\c2ccccc2F)C1=O)C1CC(=O)N(Cc2ccccc2)C1 (stereo not drawn)	9.1	-2	27	-11	54*	-26	16	-10	7.5
O=C(O)C1=C(C(=O)O)C2C=CC1C2	/	-1	6	/	-20	/	-20	15	/
Cc1ccc(OCC(=O)NC(=S)Nc2ccc(Br)cn2)cc1	0.4	-4	1	-7	-22	-1	-9	10	-1.1
O=C(NCc1cccnc1)C(=O)Nc1cc2c3c(c1)CC(=O)N3CCC2	0.5	-2	/	-1	/	-24	-3	4	-0.7
Fc1ccc(CNc2nc3ccccc3n3cnnc23)cc1	-0.6	-1	-2	2	5	-7	-15	6	1.4

Reformatted as labelled records: entries from further up.
CCc1cc2c(=O)c(-c3nc4ccccc4n3C)c(COCC(=O)O)oc2cc1O
  V1R ag counter: 2.4
  CHRM1 agonist: 3
  TAAR1 ag: 16
  OXTR potentiate: 0
  TAAR1 antag: -5
  CHO parental Ca: -2
  CHRM1 antagonist: -13
  M1 PAM: 1
  OXTR agonist: 1.9
CC(C)(C)NC(=O)CN(C(=O)CCC(=O)Nc1nccs1)c1cccc(C(F)(F)F)c1
  V1R ag counter: -0.3
  CHRM1 agonist: 3
  TAAR1 ag: 4
  OXTR potentiate: 1
  TAAR1 antag: 4
  CHO parental Ca: -8
  CHRM1 antagonist: -12
  M1 PAM: 8
  OXTR agonist: 0.8
CCCCCC(=O)N1C[C@@H](O)[C@H](n2cc(COC(=O)c3ccccc3)nn2)C[C@@H]1c1ccc(C)cc1
  V1R ag counter: /
  CHRM1 agonist: 4
  TAAR1 ag: 1
  OXTR potentiate: /
  TAAR1 antag: -2
  CHO parental Ca: /
  CHRM1 antagonist: -11
  M1 PAM: 16
  OXTR agonist: /
